GlmU inhibition = inhibition of mycobacterial GlmU enzyme – biochemical, glucosamine-1-phosphate acetyltransferase (AID 1376); M. tuberculosis GlmU acetyltransferase enzyme assay; higher % means a stronger effect; inhibition, %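 (tested at 30 µM in the primary screen)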, or IC50 in µM where a hit was titrated; hit rate 0.25% among 220,000; in the data active means inhibition above about 13%;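 further: 0% = complete reaction with vehicle and 100% = reaction without substrate; strong numbers were not always called active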
RmlCD inh 1536 = inhibitors of Mycobacterium tuberculosis RmlC and RmlD coupled enzymes | inhibition, % at 3.6 µM | P9WH09+P9WH11 | hit rate 0.03% among 160,000 | RmlC+RmlD coupled enzyme assay, percent inhibition; primary screen in compound mixtures; in the data active means inhibition mostly above about 34%, no sharp cut-off; further: some results filed as inactive read as strong as hits
Target sequence (P9WH09 whole entry, looked up): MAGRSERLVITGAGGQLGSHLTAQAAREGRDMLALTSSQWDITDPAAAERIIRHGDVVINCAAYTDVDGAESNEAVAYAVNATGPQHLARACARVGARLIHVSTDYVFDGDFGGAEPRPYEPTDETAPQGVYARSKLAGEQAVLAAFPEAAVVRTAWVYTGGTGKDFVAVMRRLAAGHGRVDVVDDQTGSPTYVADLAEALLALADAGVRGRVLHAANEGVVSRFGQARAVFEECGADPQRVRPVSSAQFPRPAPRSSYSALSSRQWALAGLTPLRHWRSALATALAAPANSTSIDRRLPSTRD
Target sequence (P9WH11 whole entry, looked up): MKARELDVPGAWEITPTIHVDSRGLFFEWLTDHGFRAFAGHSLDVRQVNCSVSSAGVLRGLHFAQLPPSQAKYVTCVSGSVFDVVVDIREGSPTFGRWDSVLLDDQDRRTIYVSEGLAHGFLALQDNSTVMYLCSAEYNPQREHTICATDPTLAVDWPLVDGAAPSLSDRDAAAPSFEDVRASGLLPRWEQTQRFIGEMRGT
An asterisk follows results filed as active. An excerpt, so the mix of outcomes need not match the whole.

`CN(c1ccccc1)S(=O)(=O)c1ccc(C(=O)OCC(=O)N2CCOCC2)cc1` gave GlmU inhibition 0.2% and RmlCD inh 1536 25.3.
Screening O=C(NC(=S)N(CCCCO)C1CCCCC1)c1sc2ccccc2c1Cl returned GlmU inhibition 5.8%.
CCc1ccc(CN(C)C(=O)c2cc(COc3c(F)cccc3F)on2)cc1 was read as GlmU inhibition -1.4% and RmlCD inh 1536 -2.0.
Cc1cccc(C)c1NC(=S)N(Cc1ccccc1)Cc1cccs1 was read as GlmU inhibition -4.4% and RmlCD inh 1536 6.7.
For O=C(COC(=O)Cn1cnc2ccccc2c1=O)NCc1ccccc1Cl the results were GlmU inhibition -2.5% and RmlCD inh 1536 -8.9.
CCOC(=O)n1n[n+]([O-])c2ccccc21 was read as GlmU inhibition 6.9%.
`O=C(CSc1nc(-c2ccccc2Cl)ns1)Nc1ccc2c(c1)OCO2` gave GlmU inhibition -4.8% and RmlCD inh 1536 2.5.
Screening CCOc1ccccc1Nc1ncccc1C(=O)O returned GlmU inhibition 2.0% and RmlCD inh 1536 -1.4.
Screening NC(=O)c1ccsc1NC(=O)COC(=O)CSc1ccc(Cl)cc1 returned GlmU inhibition -2.4%.
CCn1c(=N)n(CCO)c2ccccc21 was read as GlmU inhibition 8.0%.
`O=C(CSc1ccc(Br)cc1)N1CCN(C(=O)c2ccco2)CC1` gave GlmU inhibition 7.7% and RmlCD inh 1536 -13.3.
For Cc1ccc(NC(=O)COC(=O)Cc2ccsc2)c(C)c1 the results were GlmU inhibition -0.5% and RmlCD inh 1536 -5.4.
Cc1cc(C)n(S(=O)(=O)c2ccccc2)n1 was read as GlmU inhibition 3.7% and RmlCD inh 1536 -14.4.
Screening Cc1cccc(C)c1OCCCCCNCCO returned GlmU inhibition -0.1% and RmlCD inh 1536 7.6.
`CC(C)CCNC(=O)CC1Nc2c3ccccc3nc(=S)n2C1=O` (stereo unspecified) gave GlmU inhibition 1.9% and RmlCD inh 1536 8.8.
Screening Cc1cc(C)c2ccc(NN)nc2c1O returned GlmU inhibition -0.1%.
O=C1c2cccc3cccc(c23)C(=O)N1CC1CCN(CC(O)COCc2ccc3c(c2)OCO3)CC1 (stereo unspecified) was read as GlmU inhibition -7.9% and RmlCD inh 1536 24.6.
Screening CC(O)CN(Cc1ccc(Cl)cc1)CC(C)O (stereo unspecified) returned GlmU inhibition 1.7% and RmlCD inh 1536 -7.5.
Screening Cc1cc2c(C)cc(=O)[nH]c2cc1NC(=O)CCl returned GlmU inhibition -4.1%.
`Cc1nc(-c2cccs2)ccc1C(=O)O` gave GlmU inhibition 0.5% and RmlCD inh 1536 -11.0.
For CC(C)[C@H](NC(=O)c1ccccc1)C(=O)N1CCc2ccccc21 the results were GlmU inhibition -3.9% and RmlCD inh 1536 15.8.
Screening O=C(Nc1nnc(-c2ccccc2SCc2ccccc2F)s1)Nc1ccccc1F returned GlmU inhibition -6.0%.
Screening O=C(CCCNS(=O)(=O)c1cccc2nsnc12)NC1CCCCC1 returned GlmU inhibition -7.6% and RmlCD inh 1536 -10.3.
For COc1ccc(-n2c(SCC3OCCO3)nc3c(sc(=S)n3-c3ccccc3)c2=O)cc1OC the results were GlmU inhibition -1.7% and RmlCD inh 1536 4.1.
`CCOC(=O)Cc1nn(Cc2ccccc2)c(=O)c2ccccc12` gave GlmU inhibition 1.4% and RmlCD inh 1536 -9.3.
O=c1oc2ccccc2c(NCCO)c1[N+](=O)[O-] was read as GlmU inhibition 0.0% and RmlCD inh 1536 2.9.
`Cn1c(N)c(C(=O)COC(=O)CSc2ccc3ccccc3c2)c(=O)n(C)c1=O` gave GlmU inhibition -2.9% and RmlCD inh 1536 5.7.
For Cc1cccc(-n2nnc(C(=O)NCc3ccccn3)c2N)c1 the results were GlmU inhibition 5.6% and RmlCD inh 1536 103.0.
For N#C/C(=N\Nc1cccc(F)c1)C(=N)N1CCCCCC1 the results were GlmU inhibition -2.1% and RmlCD inh 1536 11.4.
For O=C(NCC1CCCO1)c1nc2c(nnn2Cc2ccccc2Cl)c(=O)[nH]1 (stereo unspecified) the results were GlmU inhibition -1.7%.
For COc1ccc(NS(=O)(=O)c2ccc(NC(=O)c3ccc(Br)cc3)cc2)nn1 the results were GlmU inhibition -0.5% and RmlCD inh 1536 -4.3.
`COc1ccc(C2C(=O)c3ccccc3C2=O)cc1OC` gave GlmU inhibition -2.6% and RmlCD inh 1536 1.2.
For CCCCn1c(-c2cccs2)nc2oc3ccccc3c(=O)c2c1=O the results were GlmU inhibition -0.1% and RmlCD inh 1536 -3.0.
For O=C(COc1ccc(Cl)cc1)Nc1nc(-c2cccs2)cs1 the results were GlmU inhibition -2.3%.
For Cc1nn(-c2cc(C(F)(F)F)ccc2Cl)c2nc(C(Cl)(Cl)Cl)[nH]c(=O)c12 the results were GlmU inhibition 4.3% and RmlCD inh 1536 8.3.
Screening CCOc1cc(N2CCOCC2)c(OCC)cc1NC(=O)Cc1ccccc1OC returned GlmU inhibition -5.2%.
`COc1ccc2c(=O)c(N3C(=O)c4ccccc4C3=O)coc2c1` gave GlmU inhibition -1.2% and RmlCD inh 1536 43.5.
For COc1ccccc1NC(=O)c1cc(Cl)nnc1Cl the results were GlmU inhibition 0.0% and RmlCD inh 1536 2.9.
`COc1ccccc1N1CCN(C(=O)c2ccc(CS(=O)(=O)c3ccccc3OC)o2)CC1` gave GlmU inhibition -0.3% and RmlCD inh 1536 6.1.
Screening CCOC(=O)c1c(/N=C/c2cccc([N+](=O)[O-])c2O)sc2c1CCC2 returned GlmU inhibition 4.8% and RmlCD inh 1536 -0.3.
CCOP(=O)(OCC)c1ccc(OP(=O)(c2cccc([N+](=O)[O-])c2)c2cccc([N+](=O)[O-])c2)cc1 was read as GlmU inhibition 3.0% and RmlCD inh 1536 20.2.
Screening COc1ccc(-n2cccc2/C=C2\C(=N)N3N=C(c4ccco4)SC3=NC2=O)cc1 returned GlmU inhibition 5.8% and RmlCD inh 1536 -9.8.
`O=S(=O)(/N=C(/Nc1ccc(F)cc1F)c1ccccc1)c1ccccc1` gave GlmU inhibition 0.5% and RmlCD inh 1536 -41.8.
Screening Cc1cc(S(=O)(=O)N2CCN(c3ncccn3)CC2)ccc1-n1cnnn1 returned GlmU inhibition 1.7%.
For COc1ccccc1CNC(=O)c1ccc(NS(C)(=O)=O)cc1 the results were GlmU inhibition 3.3%.
For Nc1ccc(C(=O)n2c3ccccc3c3ccccc32)cc1 the results were GlmU inhibition -2.9%.
Screening O=C(CSc1ccc2nnc(-c3cccc(F)c3)n2n1)N1CCCc2ccccc21 returned GlmU inhibition 1.6% and RmlCD inh 1536 -0.5.
For CSc1nc(N)n2nc(C(C)(C)C)cc2n1 the results were GlmU inhibition -0.2% and RmlCD inh 1536 -5.5.

Retrieved one by one from the entries so far (2):
CCOP(=O)(OCC)c1ccc(OP(=O)(c2cccc([N+](=O)[O-])c2)c2cccc([N+](=O)[O-])c2)cc1 was read as GlmU inhibition 3.0% and RmlCD inh 1536 20.2.
`O=S(=O)(/N=C(/Nc1ccc(F)cc1F)c1ccccc1)c1ccccc1` gave GlmU inhibition 0.5% and RmlCD inh 1536 -41.8.

(list continues)
Screening COC(=O)C1=C(c2cccc(OC)c2OC)C[C@@H]2CC[C@H]1N2C(=O)NCCO returned GlmU inhibition -5.4%.
`Cc1nc2ccccc2c(=O)n1-c1cc(F)ccc1F` gave GlmU inhibition -3.1% and RmlCD inh 1536 15.9.
CCCCCCOC(=O)c1ccc(NC(=O)c2cc(OC)c(OC)c(OC)c2Br)cc1 was read as GlmU inhibition -2.6%.
For CCCCOc1ccc(S(=O)(=O)NNC(=O)c2cc3ccccc3o2)cc1 the results were GlmU inhibition 2.4% and RmlCD inh 1536 -4.7.
Cc1ccc(C(=O)N2CCC3(CC2)Oc2ccc(Cl)cc2C(=O)C32CC(c3cccnc3)=NO2)s1 (stereo unspecified) was read as GlmU inhibition 0.9%.
COc1ccc(CNC(=O)c2ccc(N3CCOCC3)c([N+](=O)[O-])c2)cc1 was read as GlmU inhibition -9.8%.
`CCC(=O)Nc1cccc(C2=NOC3(C2)C[C@@H](C(N)=O)N(C(=O)c2cc([N+](=O)[O-])cc([N+](=O)[O-])c2C)C3)c1` (stereo partly specified) gave GlmU inhibition -3.8% and RmlCD inh 1536 0.8.
Screening CCN(CC)C(=O)COC(=O)c1cc(-c2ccco2)nc2ccccc12 returned GlmU inhibition 10.3% and RmlCD inh 1536 3.7.
Screening C=CCn1c(SCC(=O)Nc2sccc2C(N)=O)nc2ccc(Cl)cc2c1=O returned GlmU inhibition 7.4%.
Screening Cc1cccn2c(=O)c(/C=C(\C#N)S(=O)(=O)c3ccc(Cl)cc3)c(N3CCC(C(N)=O)CC3)nc12 returned GlmU inhibition 0.7%.
Cn1c(=O)[nH]c(=O)c2c1nc(N1CCN(Cc3ccccc3)CC1)n2CCSc1ncccn1 was read as GlmU inhibition 2.1% and RmlCD inh 1536 -10.8.
CC(C)=CCC/C(C)=C/C=N/NC(=O)c1ccccc1[N+](=O)[O-] was read as GlmU inhibition 4.7% and RmlCD inh 1536 9.6.

5 compounds from above, sorted by length of the SMILES, low to high.
CCCCCCOC(=O)c1ccc(NC(=O)c2cc(OC)c(OC)c(OC)c2Br)cc1 was read as GlmU inhibition -2.6%.
COc1ccc(CNC(=O)c2ccc(N3CCOCC3)c([N+](=O)[O-])c2)cc1 was read as GlmU inhibition -9.8%.
Cn1c(=O)[nH]c(=O)c2c1nc(N1CCN(Cc3ccccc3)CC1)n2CCSc1ncccn1 was read as GlmU inhibition 2.1% and RmlCD inh 1536 -10.8.
Cc1ccc(C(=O)N2CCC3(CC2)Oc2ccc(Cl)cc2C(=O)C32CC(c3cccnc3)=NO2)s1 (stereo unspecified) was read as GlmU inhibition 0.9%.
`CCC(=O)Nc1cccc(C2=NOC3(C2)C[C@@H](C(N)=O)N(C(=O)c2cc([N+](=O)[O-])cc([N+](=O)[O-])c2C)C3)c1` (stereo partly specified) gave GlmU inhibition -3.8% and RmlCD inh 1536 0.8.

Next section:
Cc1oc2nc(SCC(=O)Nc3ccc(S(N)(=O)=O)cc3)nc(NC(=O)c3ccccc3)c2c1C was read as GlmU inhibition -2.8%.
`C=CCN1C(=O)NC(=O)/C(=C\c2ccc(-c3ccccc3[N+](=O)[O-])o2)C1=O` gave GlmU inhibition 4.2%.
CCOC(=O)c1c(C)n(C)c2ccc(OC(=O)c3ccc([N+](=O)[O-])cc3)cc12 was read as GlmU inhibition -4.1% and RmlCD inh 1536 10.4.
For COc1cc2oc3ccccc3c2cc1N(CC(=O)N(C)C)S(=O)(=O)c1ccccc1 the results were GlmU inhibition -3.4% and RmlCD inh 1536 -7.5.
Screening COc1ccc(/C(N)=N/OC(=O)c2cccc([N+](=O)[O-])c2C)cc1OC returned GlmU inhibition -1.3%.
For CC(C)CN(Cc1cc(=O)oc2cc(-c3ccccc3)c(O)cc12)CC(C)C the results were GlmU inhibition 0.2% and RmlCD inh 1536 -9.3.
`CCOC(=O)C1=C(O)/C(=C/c2cccc(OC)c2O)N=C1C` gave GlmU inhibition 3.4% and RmlCD inh 1536 -14.5.
CCOC(=O)c1cc2c(=O)n3ccccc3nc2n(CCCOC)c1=NC(=O)C(C)(C)C was read as GlmU inhibition -4.2%.
Screening COC(=O)C1=C(c2cc3ccccc3o2)C[C@@H]2CC[C@H]1N2C(=O)NC1CCCCC1 returned GlmU inhibition -18.1%.
Screening COc1ccc(CN2CC(C(=O)NCCCN3CCN(C)CC3)CC2=O)cc1 (stereo unspecified) returned GlmU inhibition 0.1% and RmlCD inh 1536 -5.3.
For CCCn1c(=N)n(CC(=O)c2cccs2)c2ccccc21 the results were GlmU inhibition 0.1% and RmlCD inh 1536 -1.2.
CCCCSc1cc(C)nc(N)n1 was read as GlmU inhibition 2.8% and RmlCD inh 1536 7.1.
For Cc1nc(SCC(=O)OCc2ccccc2)c(C#N)c(-c2ccccc2)c1C(=O)Nc1ccccc1 the results were GlmU inhibition -6.0% and RmlCD inh 1536 11.1.
Screening CCN1C(=O)C2(/C(=C(\O)c3ccc4c(c3)OCCO4)C(=O)C(=O)N2CCCOC)c2ccccc21 (stereo unspecified) returned GlmU inhibition -2.1%.
Screening Cc1cc(C(C)(C)C)c(O)c(C)c1CC1=NCCN1 returned GlmU inhibition -0.9%.
`CCCCc1c(O)nc(SCC(=O)N2CCOCC2)n(-c2ccccc2C)c1=O` gave GlmU inhibition 1.4%.
`CC(C(=O)Nc1c2c(cc3c1CCC3)CCC2)N1CCCC1` (stereo unspecified) gave GlmU inhibition -5.1% and RmlCD inh 1536 6.2.
COc1ccc(NC(=O)c2cnc(C)cn2)cc1-n1cnnn1 was read as GlmU inhibition 2.2% and RmlCD inh 1536 3.5.
`COC(C(=O)NC(C(C)C)C(C)C)c1ccccc1` (stereo unspecified) gave GlmU inhibition -1.4%.
`CCCCN1CN(Cc2ccco2)CNC1=S` gave GlmU inhibition -2.4%.
CC(=O)Nc1ccc(NC(=O)Cn2cc3c(n2)CCC(C)C3)cc1 (stereo unspecified) was read as GlmU inhibition -4.7% and RmlCD inh 1536 -6.0.
For COC(=O)c1cc(C)sc1NC(=O)CCCC(=O)O the results were GlmU inhibition 2.1%.
Screening CCOC(=O)N1CCN(C(=O)Cn2cc3c(n2)CCCC3)CC1 returned GlmU inhibition 1.9%.
Screening CCOC(=O)CSc1nc(C)c(C(C)=O)cc1C(N)=O returned GlmU inhibition 1.2% and RmlCD inh 1536 -7.5.
For Cc1nc(-c2ccc(S(=O)(=O)NCC3CCN(C(=O)OC(C)(C)C)CC3)s2)cs1 the results were RmlCD inh 1536 11.8.
`CCC1(c2ccc(N)cc2)CCC(=O)NC1=O` (stereo unspecified) gave GlmU inhibition 1.8%.
`Cc1cc(NC(=O)Nc2ccc(F)cc2)no1` gave GlmU inhibition 0.6% and RmlCD inh 1536 18.8.
`O=C(Nc1ccc2oc(-c3ccccc3Cl)nc2c1)c1ncn[nH]1` gave GlmU inhibition 5.3% and RmlCD inh 1536 -4.4.
O=C(Nc1ccc(C2CCCCC2)cc1)C1CCCN(c2ncccn2)C1 (stereo unspecified) was read as GlmU inhibition -1.2%.
For CCOc1ccc(C(=O)NCCCN2CCOCC2)cc1OCC the results were GlmU inhibition -5.8% and RmlCD inh 1536 -7.8.

Source: PubChem
